Screening results deposited in PubChem BioAssay by several laboratories.
Wee1 degr inh – blocks degradation of human Wee1 kinase; P30291; HeLa Luc-Wee1K328M stability, luciferase luminescence; 100% = proteasome inhibitor MG132 effect; reporter increase, % at 5 µM; 1.2% of 220,000 active; AID 1321;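 active = activation above the mean of all tested compounds plus 3 SD, set per screening run, cut at about 8.8% in these data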;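 note: cells exposed to compound for 20 h before luminescence read; 0% = DMSO alone and 100% = MG132 at 30 µM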
Target sequence (P30291 whole entry K328M): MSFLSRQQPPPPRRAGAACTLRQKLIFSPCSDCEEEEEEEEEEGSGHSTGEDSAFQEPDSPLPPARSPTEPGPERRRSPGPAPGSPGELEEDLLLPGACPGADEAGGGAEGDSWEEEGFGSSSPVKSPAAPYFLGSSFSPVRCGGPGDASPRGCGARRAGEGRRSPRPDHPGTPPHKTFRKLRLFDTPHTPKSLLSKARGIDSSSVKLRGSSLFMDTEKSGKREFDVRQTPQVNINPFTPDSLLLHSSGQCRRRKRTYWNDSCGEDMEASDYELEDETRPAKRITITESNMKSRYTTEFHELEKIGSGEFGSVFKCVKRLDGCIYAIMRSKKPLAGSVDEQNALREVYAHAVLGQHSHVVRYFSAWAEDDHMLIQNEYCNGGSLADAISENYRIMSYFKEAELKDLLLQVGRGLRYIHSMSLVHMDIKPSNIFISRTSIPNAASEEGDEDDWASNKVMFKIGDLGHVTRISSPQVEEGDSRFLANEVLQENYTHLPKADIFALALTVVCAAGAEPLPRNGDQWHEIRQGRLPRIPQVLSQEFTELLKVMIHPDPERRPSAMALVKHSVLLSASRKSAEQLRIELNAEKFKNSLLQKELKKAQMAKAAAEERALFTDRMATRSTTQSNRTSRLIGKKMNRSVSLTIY
zfTRPN1 agonist – zebrafish TRPN1 (NompC) channel agonism. HEK293 zebrafish TRPN1-YFP, Fluo-8 calcium fluorescence; 100% = response to 87 µM carbachol. activation, % at 3 µM. 0.18% of 220,000 active;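 active = activation above its plate's cutoff, the mean activation of test wells on that plate plus 3 SD, cut at about 19% in these data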;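 note: 0% = DMSO alone and 100% = 87 µM carbachol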
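Control set: carbachol 87 µM as high control, DMSO as low control; system: HEK293 stable line with zebrafish TRPN1-YFP; read-out: % activation versus carbachol response; detection: intracellular calcium fluorescence with Fluo-8; doses: single test compound dose, 3 µM nominal, 0.3% DMSO; schedule: dye 1 h 37 °C plus 30 min RT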
TNF death inh – TNF-alpha cell death inhibition in Jurkat FADD-/- cells | Jurkat FADD-/- TNF necroptosis rescue, ATP luminescence, 24 h; 0 = TNF only, 100 = no-TNF cells | 0.068% of 220,000 active | activation (protection from cell death), % at 10 µM | AID 463075;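 active = activation, meaning protection from cell death, of at least 50% relative to plate controls; inactive = activation below 50%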;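 note: necroptosis triggered by 40 ng/mL TNF-alpha added together with compound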
CHOP inhibitor – blocks CHOP induction under ER stress; AID 2732; CHO-K1 CHOP-promoter luciferase, tunicamycin-induced, 15-18 h; 3.8% of 220,000 active; inhibition, % at 10 µM;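 active = compounds that reduced the stress-induced luciferase reporter signal by more than about 70% of percent inhibition, limit read from the data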;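 note: 0% = tunicamycin plus vehicle and 100% = wells without tunicamycin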
Ba/F3 V617F tox – loss of viability in JAK2V617F-driven Ba/F3 cells | Ba/F3 EpoR-JAK2V617F viability, ATP luminescence | inhibition, % at 5.6 µM | 1.1% of 220,000 active | AID 1446;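 active = inhibition above the campaign mean plus 3 SD over all tested compounds, cut at about 24% in these data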;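 note: cytokine-independent growth of Ba/F3 cells driven by EpoR plus mutant JAK2; 0% = DMSO-treated cells and 100% = JAK inhibitor I control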
TRPML3 agonist – human mucolipin-3 channel agonism; Q8TDD5; HEK293 TRPML3-YFP, Fluo-8 calcium fluorescence; 100% = the carbachol control signal; activation, % at 3 µM; 0.29% of 220,000 active;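 active = activation above its plate's cutoff, the mean activation of the plate's test wells plus 3 SD, cut at about 12% in these data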;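 note: 0% = DMSO only wells and 100% = carbachol wells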
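Test system: TRPML3-YFP stable HEK293 cells. Doses: single point at 3 µM. Incubation: dye loading 1 h 37 °C then 30 min ambient, 125 s read. Signal: Fluo-8 calcium dye fluorescence, ex 470-495, em 515-575 nm. Measure: percent activation from peak-to-basal fluorescence ratio, scaled between DMSO and carbachol.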
RBBP9 inh – blocks human serine hydrolase RBBP9 | O75884 | inhibition, % at 7.94 µM | AID 1515 | 0.2% of 220,000 active | recombinant RBBP9, FP-Rh probe fluorescence polarization;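 active = inhibition above the campaign mean of all tested compounds plus 3 SD, cut at about 14% in these data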;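 note: plate controls were DMSO wells with RBBP9 for no effect and wells lacking RBBP9 protein for full effect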
Target sequence (O75884 whole entry, looked up): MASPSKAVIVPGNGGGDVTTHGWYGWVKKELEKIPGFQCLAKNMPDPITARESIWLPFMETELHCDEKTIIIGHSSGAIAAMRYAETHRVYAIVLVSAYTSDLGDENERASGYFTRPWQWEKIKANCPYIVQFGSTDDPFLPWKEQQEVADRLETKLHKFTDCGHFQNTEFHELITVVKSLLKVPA
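system = RBBP9 protein | input = RBBP9 at 2.5 µM in dispensed solution, before mixing | measured by = fluorescence polarization (mP), excitation 525 nm, emission 598 nm | incubation = enzyme-compound preincubation 30 min, then probe labeling 45 min, 25 °C | buffer or medium = Tris-NaCl-Pluronic buffer, pH 8.0 | compound = single dose 7.94 µM | also added = FP-Rh probe, 375 nM dispensing solution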
BaF3 parental – counter-screen for JAK2V617F inhibitors: parental Ba/F3 viability inhibitors; 1.1% of 220,000 active; CellTiter-Glo ATP luminescence; inhibition, % at 5.6 µM;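 active = inhibition above a per-campaign cutoff, the mean inhibition of all tested compounds plus 3 SD, cut at about 27% in these data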;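 note: 0% = DMSO wells and 100% = JAK Inhibitor I control wells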
PPC-1+TRAIL kill – kills PPC-1 cancer cells in the presence of TRAIL | PPC-1 cells + TRAIL, ATPLite viability luminescence | cell killing (% activity), % at 4 µM | 0.41% of 220,000 active | AID 1443;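 active = cell killing above 50% in the first pass at 4 µM, then a duplicate retest at 5 µM averaging 50% or more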;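 note: plate controls were cells with TRAIL plus DMSO for no effect and medium-only wells lacking cells for full effect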
* hit, by the source's call; . = not tested or not shown; [ ] = dose if it differs, or a comment. Rows were taken by chance; 6.8% or so of the library scored in one or more.

SMILES	Wee1 degr inh	zfTRPN1 agonist	TNF death inh	CHOP inhibitor	Ba/F3 V617F tox	TRPML3 agonist	RBBP9 inh	BaF3 parental	PPC-1+TRAIL kill
Cc1nc(Oc2ccc(Cl)cc2)c2oc3ccccc3c2n1	-2	-0.2	-1.7	27	-4	-0.4	-5	2	3
O=C(O)CCC(=O)Nc1ccc(-c2nnc(-c3ccco3)o2)cc1	2	1.9	-0.2	37	-1	0.9	-12	3	6
COc1ccc(NCc2nnc(SCC(=O)c3ccc(C)cc3)o2)cc1	1	0.6	-2.6	27	-1	-0.1	-4	2	-26
CCc1nnc(NC(=O)CSc2nc3ccc(OC)cc3[nH]2)s1	0	-1.6	0.3	-17	1	0.0	-8	3	-7
O=C(c1cccs1)N1CCCc2ccccc21	0	-1.0	-1.5	8	-5	0.2	-3	3	-17
C[N+]1(C)CC2=Cc3ccccc3CC2C1 (configuration not stated)	-1	0.0	1.0	1	-3	0.5	-3	2	-12
OC(C#CCN1CCCC1)c1ccccc1 (configuration not stated)	-1	-1.3	0.8	-24	-6	-0.7	2	-2	5
COc1ccc(-n2c(Cc3cccn3C)nnc2SCC(=O)Nc2cccc(OC)c2)cc1	0	0.0	0.1	-14	-1	-0.8	-10	6	28
OC(COc1ccc2c(c1)OCO2)CN1CCCC1 (configuration not stated)	-3	0.6	0.8	0	0	0.0	9	-4	18
COCCN(C(=O)CCC(=O)Nc1ccccn1)C(C(=O)NCCC(C)C)c1ccc(OC)cc1 (configuration not stated)	0	-0.9	0.8	16	-4	-0.4	7	-1	12
O=C(c1ccco1)N1CCN(C2CC(=O)N(c3ccccc3)C2=O)CC1 (configuration not stated)	1	-0.5	1.1	12	-3	0.9	-4	2	-10
Cc1cc(NC(=O)CN(C)CCOc2ccccc2)ccc1Br	1	-0.6	-0.2	56	0	0.2	-4	6	-9
Cc1cc(O)ccc1NC1=CC(=O)CC(C)(C)C1	-3	-0.8	0.0	-17	4	0.0	-6	6	-5
CCc1nc(C#N)c(N2CCOCC2)o1	-3	0.4	1.9	-1	-4	-0.3	-7	3	4
N#C/C(=C\c1c(Cl)cccc1Cl)c1nc2ccccc2o1	1	1.6	0.2	13	-1	1.2	1	-3	21
COC(=O)c1cccc([N+](=O)[O-])c1CS(=O)(=O)c1ccc(C)cc1	1	2.0	-0.9	32	5	1.2	-5	3	15
CC1(C)Cc2nc3oc4c(NCCCN5CCOCC5)ncnc4c3cc2CO1	6	-0.2	0.5	19	-3	0.7	4	4	-8
CC1=C(C(=O)OCc2ccccc2)C(/C=C/c2ccccc2)N2C(=O)CCSC2=N1 (configuration not stated)	-2	-2.5	1.7	33	1	-0.1	1	10	11
CN(C)Cc1ccccc1Sc1cccc2ccccc12	3	-1.9	3.2	47	-1	0.5	1	7	6
Cc1cc(C(=O)COC(=O)CC2Sc3ccccc3NC2=O)c(C)n1-c1ccc(Br)cc1 (configuration not stated)	2	-1.3	0.9	-4	4	-0.1	-11	5	20
O=C(CCCOc1ccc(Cl)cc1Cl)NNC(=O)c1ccc(NC(=O)c2ccccc2)cc1	-1	-0.4	1.4	-30	-4	0.5	-9	-1	18
CC1CCCN(C(c2ccccc2)c2sc3ncnn3c2O)C1 (configuration not stated)	-1	-0.5	1.0	25	-5	0.0	2	-1	2
COc1ccc(NC(=O)CC2COc3ccccc3O2)c(OC)c1 (configuration not stated)	0	-0.2	-1.0	19	6	-0.7	-2	4	16
CC(=O)Nc1ccc(C(=O)Nc2ccc(S(=O)(=O)N3CCCC3)cc2)cc1	1	1.4	-0.4	17	4	0.8	-10	6	11
O=c1c2ccccc2ncn1CCCOc1ccccc1[N+](=O)[O-]	2	0.2	6.9	33	-1	0.5	-5	-1	-14

Taken from above (7 entries):
SMILES	Wee1 degr inh	zfTRPN1 agonist	TNF death inh	CHOP inhibitor	Ba/F3 V617F tox	TRPML3 agonist	RBBP9 inh	BaF3 parental	PPC-1+TRAIL kill
Cc1nc(Oc2ccc(Cl)cc2)c2oc3ccccc3c2n1	-2	-0.2	-1.7	27	-4	-0.4	-5	2	3
O=C(O)CCC(=O)Nc1ccc(-c2nnc(-c3ccco3)o2)cc1	2	1.9	-0.2	37	-1	0.9	-12	3	6
COc1ccc(NCc2nnc(SCC(=O)c3ccc(C)cc3)o2)cc1	1	0.6	-2.6	27	-1	-0.1	-4	2	-26
CCc1nnc(NC(=O)CSc2nc3ccc(OC)cc3[nH]2)s1	0	-1.6	0.3	-17	1	0.0	-8	3	-7
O=C(c1cccs1)N1CCCc2ccccc21	0	-1.0	-1.5	8	-5	0.2	-3	3	-17
C[N+]1(C)CC2=Cc3ccccc3CC2C1 (configuration not stated)	-1	0.0	1.0	1	-3	0.5	-3	2	-12
OC(C#CCN1CCCC1)c1ccccc1 (configuration not stated)	-1	-1.3	0.8	-24	-6	-0.7	2	-2	5

New compounds follow
SMILES	Wee1 degr inh	zfTRPN1 agonist	TNF death inh	CHOP inhibitor	Ba/F3 V617F tox	TRPML3 agonist	RBBP9 inh	BaF3 parental	PPC-1+TRAIL kill
OCCC1CN(Cc2nc(-c3ccccc3)cs2)CCN1C1CCCC1 (configuration not stated)	-1	-0.4	1.7	-15	0	1.4	3	11	19
N#CC1=C(N)SC(N)=C(C#N)C1CCc1ccccc1	-1	8.1	0.1	8	4	5.1	-7	9	15
CCOC(=O)c1c(N2C(=O)C3C4C=CC(C4)C3C2=O)sc2c1CCC(C)C2 (configuration not stated)	7	-1.9	-1.7	55	-4	-0.8	-11	3	7
COc1cccc(C(=O)CSc2nnc(CNS(C)(=O)=O)n2-c2ccc(C)cc2)c1	-1	1.2	-3.7	19	6	-0.4	-3	5	2
O=C(CSCCO)N1CCc2ccccc21	2	-0.6	2.6	29	0	0.4	-3	1	9
O=C(NC1CCCCCC1)c1cccs1	-1	-0.8	-3.1	14	0	0.3	-5	2	19
Cn1nc(OC(=O)Nc2ccc(F)cc2)cc1C(F)(F)F	0	0.8	1.0	13	-4	1.9	3	2	13
COc1ccc(N2CCN(C(=O)CCSCc3ccccc3F)CC2)cc1	1	0.6	1.3	5	-2	0.4	1	2	-2
CCOC(=O)C1=C(O)C(=O)N(Cc2cccnc2)C1c1ccc(C)cc1 (configuration not stated)	1	2.1	-1.1	-8	0	0.7	-6	7	12
Cc1ccc(OC(C)C(=O)Nc2ccc(S(=O)(=O)Nc3cc(C)on3)cc2)cc1 (configuration not stated)	-2	-0.2	1.5	-14	0	0.9	0	2	5
C/C(=N\NC(=O)c1nc(C)cc(C)n1)c1ccccc1	6	0.1	0.6	24	-2	1.5	-2	4	-1
COCCCn1cc(C(=O)c2cc(Br)ccc2O)cc(C#N)c1=O	-2	0.8	0.6	0	1	0.8	-8	7	38
CCOC(=O)C(NC(C)=O)C(=O)O (configuration not stated)	-3	0.3	-1.2	10	-1	0.9	-13	1	6
COc1ccc(N(C2=NCCCS2)S(=O)(=O)c2ccc(C(C)(C)C)cc2)cc1	-1	-0.7	0.2	13	-2	1.4	-4	0	1
O=C(Nc1ccc(N2CCCCC2)cc1)c1ccc2ccccc2n1	-1	2.8	-2.1	21	2	2.1	-7	5	45
COc1ccccc1/C=C/C=N/n1c(-c2ccc(Cl)cc2Cl)n[nH]c1=S	2	-2.6	0.9	12	-5	-0.1	-11	4	11
COc1ccc(C)cc1NC(=O)C(OC(=O)CNC(=O)c1cccc(F)c1)c1ccccc1 (configuration not stated)	-2	0.2	1.4	-7	-1	0.4	-5	3	30
C=CCNc1ncnc2ccccc12	0	3.0	-0.8	.	-3	0.6	-6	0	-3
c1ccc(CN2CCN(Cc3cn4cccnc4n3)CC2)cc1	0	-0.4	0.3	8	-3	1.2	3	-3	7
Cc1ccc(N(C(C)C(=O)N2CCOCC2)S(C)(=O)=O)cc1C (configuration not stated)	3	0.7	0.4	-20	0	1.1	-3	2	22
Cc1ccc2nc(NC(=O)c3ccco3)sc2c1	-2	0.2	-5.1	42	-1	1.1	-13	4	70*[5 µM]
COc1cc(C=O)ccc1OCC(=O)N1CCOCC1	2	0.0	-0.5	28	1	1.1	0	3	20
CCN(CC1CCCO1)C(=O)CCc1nnc(Cc2ccc3c(c2)OCO3)o1 (configuration not stated)	-1	0.7	0.6	-2	6	0.0	0	82*	14
CC(=O)C1=C(C)NC(=O)NC1c1cccs1 (configuration not stated)	-1	-0.4	-0.3	-10	1	1.4	4	6	12
Cc1cccc(NC(=O)CN2C(=O)N/C(=C/c3cc(C)n(C)c3C)C2=O)c1	2	-2.1	0.7	-5	-1	-0.1	-8	6	11
COc1cccc(C(=O)Nc2ccncc2)c1	2	2.8	-2.6	7	1	0.8	-7	5	10
CC1=Nc2cc([N+](=O)[O-])ccc2NC(C)(C)C1	2	0.0	1.6	16	-1	0.7	2	5	22
O=c1[nH]c(CN2CCCCC2)nc2c1C1(CCCC1)Cc1ccccc1-2	7	-0.5	0.6	.	4	1.4	-8	1	.
